Screening data (PubChem)
aSyn UTR inh – MLPCN primary screen, SNCA 5' untranslated region. actives 0.82% (n = 300,000). inhibition, % (tested at 7.5 µM). alpha-synuclein 5'UTR reporter, inhibitor activity; in the data active = inhibition above about 60%; inconclusive = no clear call, values can overlap the other calls;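 also: H4 neuroglioblastoma cells stably carrying SNCA 5'UTR luciferase fusion; 0% = DMSO wells and 100% = positive control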
HSF1 inh – HSF1 inhibitors in luciferase reporter cells, primary screen, cell-based, NIH3T3, luminescence. AID 2098, 2009. actives 0.77% (n = 300,000). NIH3T3-HGL HSE-luciferase, MG132-induced, luminescence 8 h; active compounds read low. activity change, negative = inhibition, % at 7.5 µM (by protocol);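 active = more than half of replicate wells show activity change below -50%, luminescence cut by over half; inconclusive = some wells, but at most half, below -50%; inactive = no replicate well below -50%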;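 also: luciferase reports HSF-1 transcriptional activity via heat shock element; 0% = median of DMSO wells and -100% = zero luminescence signal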
HSP90 refold inh – HSP90 inhibitors, primary screen, cell lysate, luminescence | Heat shock protein HSP 90 (rabbit reticulocyte lysate; luciferase refolding) | Rabbit reticulocyte lysate, luciferase refolding luminescence, 3 h | inhibition, % at 5.6 µM | actives 0.91% (n = 290,000);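 active = inhibition above the screen-wide mean plus 3 SD, computed separately per campaign, cut at about 16% in these data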;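 also: 0% = DMSO wells and 100% = 60 µM geldanamycin wells; inhibitors lower the luminescence because luciferase stays unfolded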
GSK3A inh – blockers of GSK3A enzyme activity – biochemical, luminescence, cell-free homogeneous, HTS, primary screen. inhibition, % at 10 µM. actives 0.1% (n = 320,000). Glycogen synthase kinase-3 alpha (Homo sapiens), P49840. GSK-3 alpha kinase, ADP-Glo luminescence, 60 min;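 in the data active = inhibition above about 50%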;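 also: GST-tagged GSK-3 alpha with peptide substrate and 25 µM ATP; 0% = DMSO neutral wells and 100% = GW8510 positive control wells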
Target sequence (P49840 whole entry, looked up): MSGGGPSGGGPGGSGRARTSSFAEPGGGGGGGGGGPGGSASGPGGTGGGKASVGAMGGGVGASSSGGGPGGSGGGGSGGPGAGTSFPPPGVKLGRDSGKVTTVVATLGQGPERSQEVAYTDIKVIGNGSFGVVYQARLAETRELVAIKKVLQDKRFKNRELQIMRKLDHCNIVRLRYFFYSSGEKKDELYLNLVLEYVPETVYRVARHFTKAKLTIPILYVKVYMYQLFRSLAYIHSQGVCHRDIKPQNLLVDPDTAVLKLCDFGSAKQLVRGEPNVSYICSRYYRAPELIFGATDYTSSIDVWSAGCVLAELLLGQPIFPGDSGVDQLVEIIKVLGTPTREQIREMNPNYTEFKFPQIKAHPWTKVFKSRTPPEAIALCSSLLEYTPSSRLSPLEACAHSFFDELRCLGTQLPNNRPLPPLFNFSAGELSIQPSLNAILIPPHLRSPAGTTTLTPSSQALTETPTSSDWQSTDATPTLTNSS
HSF-1 act – HSF-1 activators, primary screen, NIH3T3-HGL cells, MG132 stress, luminescence, single point. activation, % at 9 µM. actives 1.7% (n = 300,000). NIH3T3-HGL HSF-1 luciferase reporter, 8 h; 100% = twice DMSO control signal;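 active = mean replicate activation of at least 50% with a set share of replicates each reaching 50%; inconclusive = only one of those two conditions met; inactive = mean below 50% and too few replicates reaching it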;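 also: 0% = median of the neutral control wells and 100% = twice that signal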
IEC-6 cytotox – cytotoxicity in IEC-6 intestinal epithelial cells, primary screen, cytotoxicity control for KLF5 inhibitor project, cell-based, luminescence; IEC-6 cytotoxicity, luminescence viability; inhibition, % at 5 µM; actives 0.78% (n = 290,000); in the data active = inhibition above about 22%;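 also: 0% = plate median of test compound wells and 100% = cytotoxic reference compound wells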
AI-2 QS mod – Vibrio harveyi AI-2 quorum sensing modulators, primary screen, JMH597 strain, luminescence/OD600 ratio | activity change, % at 7.5 µM | AID 2094, 2009 | actives 0.4% (n = 300,000) | Vibrio harveyi JMH597 AI-2 luminescence/OD600 ratio, 9 h; active compounds read low; strain lacks LuxN and CqsS sensors; 0 = neutral-control median; in the data active = activity change below about -75%, passing the limit was not always enough; inconclusive = no clear call, values can overlap the other calls;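 also: luminescence divided by OD600 gain over 9 h not by final OD600 alone; inactives centre near 13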
KLF5 inhibitor – KLF5 expression inhibitors, primary screen, DLD-1 cells, luminescence; actives 0.23% (n = 290,000); inhibition, % at 5 µM; DLD-1 KLF5 promoter-luciferase reporter; AID 1700, 2009;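 active = inhibition above a per-plate limit of that plate's mean compound inhibition plus 3 SD, cut at about 60% in these data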;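 also: 0% = DMSO wells and 100% = LY294002 at 200 µM; higher means less KLF5 promoter-driven luciferase light; inactives centre near -14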
PolyA inhibitor – polyadenylation inhibitors in yeast reporter cells, primary screen, luminescence, S. cerevisiae. S. cerevisiae SKY197-pL101 polyadenylation reporter, beta-gal luminescence; efflux-impaired pdr1/pdr3 knockout yeast; score 100 = 6 SD above DMSO. calls only at 12 µM. actives 0.02% (n = 300,000). AID 1875, 2009;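 active = lowest replicate activity score at least 50, where 100 means six control SD above control mean; inconclusive = lowest score under 50 but half or more replicates reach 50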;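 also: yeast exposed to compound for 9 h at 30 °C; higher score means more reporter readthrough which indicates perturbed polyadenylation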
GSK3B inh – human GSK3beta kinase inhibitors, primary screen, biochemical, cell-free homogeneous, HTS. Glycogen synthase kinase-3 beta (Homo sapiens), P49841. activity score (negative = inhibition), % at 10 µM. GST-GSK3beta kinase, ADP-Glo luminescence, 60 min; active compounds read low. actives 0.038% (n = 300,000);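 active = more than half of replicate wells score below -50%, meaning over 50% inhibition versus plate controls; inconclusive = some replicates but at most half score below -50%; inactive = no replicate scores below -50%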;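 also: 0% = median DMSO wells and -100% = median GW8510 positive control wells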
Target sequence (P49841 whole entry, looked up): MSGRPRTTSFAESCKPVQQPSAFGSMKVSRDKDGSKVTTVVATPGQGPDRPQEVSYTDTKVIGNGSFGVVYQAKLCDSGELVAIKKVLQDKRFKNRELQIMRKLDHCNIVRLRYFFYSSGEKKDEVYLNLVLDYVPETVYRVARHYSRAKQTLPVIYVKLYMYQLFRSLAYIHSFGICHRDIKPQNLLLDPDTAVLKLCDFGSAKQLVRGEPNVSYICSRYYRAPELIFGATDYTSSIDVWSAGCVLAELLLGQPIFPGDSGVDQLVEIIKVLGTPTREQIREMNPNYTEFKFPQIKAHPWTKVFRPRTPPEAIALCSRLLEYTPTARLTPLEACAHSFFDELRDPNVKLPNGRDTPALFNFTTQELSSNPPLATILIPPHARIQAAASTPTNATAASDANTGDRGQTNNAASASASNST
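Assay system: GST-tagged human GSK3beta kinase, cell-free; Input: 1.6 ng GSK3beta; Medium: Tris/MgCl2 kinase buffer; Timing: 60 min enzyme reaction, room temperature; Signal: ADP-Glo luminescence quantifying ADP generated by kinase; Evaluation: score relative to plate controls; Benchmarks: DMSO neutral wells and GW8510 at 20 µM as positive.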
Numbers without * were called inactive; i = inactive; ? = inconclusive; / = not tested or not shown.

1	CCCCCC1CCC(c2ccc(C(N)=O)cc2)CC1 (stereo unspecified)
2	O=C(NCc1ccccc1)c1cccc(COc2ccc(Cl)cc2)c1
3	CCN(CC)c1ccc(/C=N/NC(=O)c2ccc(Br)o2)cc1
4	c1ccc(CSc2ccc3nnc(-c4cccnc4)n3n2)cc1
5	CC(N=C1CC(C)(C)CC(=O)/C1=C(/O)CCCN1C(=O)c2ccccc2C1=O)C(=O)O (stereo unspecified)
6	COc1ccc(NC(=O)CC2C(=O)NC3CCCCC3N2C(=O)c2ccc(F)cc2)cc1 (stereo unspecified)
7	O=c1cc(O)c2ccc(O)cc2o1
8	O=C(Nc1ccccc1N1CCOCC1)c1ccc(Br)o1

Screen / compound no.	1	2	3	4	5	6	7	8
aSyn UTR inh	-4	-162	-160	31	-6	-6	11	-18
HSF1 inh	0	-9	18	-2	-4	3	1	-3
HSP90 refold inh	-1	-1	-2	-3	-4	6	-1	-2
GSK3A inh	-1	0	-2	/	4	-1	12	6
HSF-1 act	-5	-17	19	11	3	8	11	12
IEC-6 cytotox	1	-5	-1	3	-7	0	-4	-1
AI-2 QS mod	33	-1	29	32	17	0	27	20
KLF5 inhibitor	-13	-131	-93	-20	-35	-7	4	-22
PolyA inhibitor	i	i	/	i	i	i	i	i
GSK3B inh	2	2	-3	5	3	-2	1	3

9	O=C(NNC(=O)c1ccccc1[N+](=O)[O-])c1ccccc1[N+](=O)[O-]
10	COc1ccccc1NC(=O)Nc1ccc(C(=O)N2CCCCC2)cc1
11	COc1cc(NC(=O)CSc2ccc(-c3cccnc3)nn2)cc(OC)c1
12	COc1ccc(CN=Cc2[nH]c3ccc(Br)c(Cl)c3c2O)cc1
13	O=C(OCCN1CCOCC1)c1ccc2c(c1)OCCO2
14	Cc1cc(NC(=O)CSc2cc(Cl)ccc2Cl)n(-c2ccccc2)n1
15	CCOC(=O)C1=C(CSCC(=O)OC)NC(=O)NC1c1cc(C)ccc1C (stereo unspecified)
16	COCc1nc2ccccc2n1Cc1ccc(Br)cc1

Screen / compound no.	9	10	11	12	13	14	15	16
aSyn UTR inh	/	-99	9	-78	-94	-1	18	-80
HSF1 inh	/	11	-1	-4	0	1	2	23
HSP90 refold inh	0	1	-1	1	5	1	2	5
GSK3A inh	4	0	-2	-9	0	11	/	-2
HSF-1 act	/	22	12	-2	22	9	14	18
IEC-6 cytotox	1	5	0	4	6	6	7	2
AI-2 QS mod	10	26	28	20	18	25	22	20
KLF5 inhibitor	-9	-10	-22	1	-33	-14	-27	-70
PolyA inhibitor	/	i	i	i	i	i	i	i
GSK3B inh	1	-4	1	1	1	-2	0	-4

17	O=C(CCl)N(c1ccccc1)C1CCCCC1
18	CCOC(=O)c1c(NC(C)=O)sc2c(OC)c(Br)ccc12
19	COc1ccc(OC)c(/C=N/NC(=O)C(=O)N2CCCC2)c1
20	CC1=C(C(N)=O)C(c2ccccc2F)n2nc(CCCO)nc2N1 (stereo unspecified)
21	CC(C)c1ccc(-c2csc(NC(=O)c3cccs3)c2C(=O)O)cc1
22	CCN(CC)S(=O)(=O)c1ccc2oc(C(=O)N3CCCCCC3)c(C)c2c1
23	COCCOc1ccc(C(F)(F)F)cc1NC(=O)c1ccc(C(F)(F)F)cc1
24	COc1ccc2c(c1)O[C@@H](c1cccc(C(F)(F)F)c1)[C@H](OC(=O)N[C@H]1CCCc3ccccc31)C2=O

Screen / compound no.	17	18	19	20	21	22	23	24
aSyn UTR inh	110*	7	0	-7	-30	4	-17	3
HSF1 inh	?	-3	1	-13	6	-1	-6	-12
HSP90 refold inh	-6	3	0	4	-1	0	0	2
GSK3A inh	1	-3	-2	-1	0	0	0	-2
HSF-1 act	-54	7	-3	-7	5	3	-3	-32
IEC-6 cytotox	4	-9	2	1	1	-4	4	-9
AI-2 QS mod	34	39	17	24	41	28	35	12
KLF5 inhibitor	-20	-8	-15	-8	37	-20	-9	-12
PolyA inhibitor	i	i	i	i	i	i	i	i
GSK3B inh	1	-2	2	-1	5	-2	-1	1

25	COc1ccc(C(=O)N2CCN(S(=O)(=O)c3ccc(C)cc3C)CC2)cc1OC
26	O=[N+]([O-])c1nn(-c2ccc(Cl)cc2)n(O)c1=NCc1ccncc1
27	Cc1nc2sccn2c(=O)c1S(=O)(=O)Nc1ccc(N2CCN(C(=O)C(C)C)CC2)cc1
28	CN1C2=CC=CC=CC2=[N+](C)C12C=CC(=[N+]([O-])[O-])C=C2[N+](=O)[O-] (stereo unspecified)
29	CCOC(=O)c1c(C)nn(-c2ccc(NC(=O)/C=C/C(=O)O)cc2)c1C
30	COCCCNC(=O)CN1C(=O)/C(=C/c2ccccc2C)Sc2ccccc21
31	CC1(C)CC2CC(C)(CN2C(=O)c2ccc([N+](=O)[O-])cc2)C1 (stereo unspecified)
32	O=C(O)CS(=O)(=O)c1ccc(Oc2ccc(S(=O)(=O)CC(=O)O)cc2)cc1

Screen / compound no.	25	26	27	28	29	30	31	32
aSyn UTR inh	36	-49	-1	0	92*	-1	13	-3
HSF1 inh	-9	10	4	-5	0	14	7	4
HSP90 refold inh	-2	-2	-7	3	-3	-1	0	-1
GSK3A inh	-2	11	-1	3	1	-1	-2	-2
HSF-1 act	-28	17	3	8	1	25	2	4
IEC-6 cytotox	2	3	-3	-6	5	-1	6	4
AI-2 QS mod	13	39	10	0	16	2	7	10
KLF5 inhibitor	0	-26	-8	-27	48	-19	2	8
PolyA inhibitor	i	i	i	i	i	i	i	i
GSK3B inh	2	-2	-4	-12	1	0	-4	2

33	CC(=O)N1N=C(c2ccccc2)CC1c1cccs1 (stereo unspecified)
34	COc1ccc(NC(=O)c2ccc(NC(=O)CSc3nccc(=O)[nH]3)cc2)cc1
35	Cc1ccc(NC(=O)C(=O)NCc2ccc(/C=C(/C#N)C(=O)NCc3cccnc3)o2)cc1C
36	Nc1cccc2c1nnn2C1OC(CO)C(O)C(O)C1O (stereo unspecified)
37	CCN(CC)c1ccc(S(=O)(=O)N2CCCCC2)cc1NC(=O)C1CCC1
38	COc1ccc(-c2cc(C(=O)NCCc3ccccc3)no2)cc1OC
39	COc1ccc(COC(=O)C2CCN(S(=O)(=O)c3cccs3)CC2)cc1
40	Cc1ccc(C(=O)NC(=S)Nc2ccccc2C(F)(F)F)cc1C

Screen / compound no.	33	34	35	36	37	38	39	40
aSyn UTR inh	-15	-10	11	-3	-17	6	-8	-13
HSF1 inh	-1	0	0	-2	5	-4	6	16
HSP90 refold inh	-3	10	1	-1	/	-4	/	0
GSK3A inh	-2	-1	-2	0	0	5	0	/
HSF-1 act	14	-5	-8	-4	9	5	0	21
IEC-6 cytotox	6	2	-3	-8	/	-6	/	0
AI-2 QS mod	6	7	10	26	9	21	25	15
KLF5 inhibitor	-5	-28	-24	-13	/	-10	/	-17
PolyA inhibitor	i	i	i	i	i	i	i	i
GSK3B inh	4	2	0	-1	-1	1	-1	1

Grouped by structure, the compounds so far with a CF3 group.
23	COCCOc1ccc(C(F)(F)F)cc1NC(=O)c1ccc(C(F)(F)F)cc1
24	COc1ccc2c(c1)O[C@@H](c1cccc(C(F)(F)F)c1)[C@H](OC(=O)N[C@H]1CCCc3ccccc31)C2=O
40	Cc1ccc(C(=O)NC(=S)Nc2ccccc2C(F)(F)F)cc1C

Screen / compound no.	23	24	40
aSyn UTR inh	-17	3	-13
HSF1 inh	-6	-12	16
HSP90 refold inh	0	2	0
GSK3A inh	0	-2	/
HSF-1 act	-3	-32	21
IEC-6 cytotox	4	-9	0
AI-2 QS mod	35	12	15
KLF5 inhibitor	-9	-12	-17
PolyA inhibitor	i	i	i
GSK3B inh	-1	1	1

(further entries)
41	CCCN(CCC)C(=S)NC1CC2C=CC1C2 (stereo unspecified)
42	CCOc1cccc(-c2c(C(=O)N/N=C(\C)c3ccccn3)nnn2-c2nonc2N)c1
43	O=C1SCCc2c1n(Cc1ccccc1)c1ccccc21
44	CCCNC(=O)CCn1c(-c2ccc(C)cc2)cc(C(=O)OCC)c1C
45	CCOC(=O)c1c(C)[nH]c(C(=O)COC(=O)/C=C/c2ccc(OC(F)F)cc2)c1C
46	Cc1ccccc1CN1CCc2cc([N+](=O)[O-])ccc21
47	CCCOC1CCCN(Cc2nc(-c3cnccn3)no2)C1 (stereo unspecified)
48	O=C(CCc1nnc(CCCCc2ccccc2)o1)NC(c1cccnc1)C(F)(F)F (stereo unspecified)

Screen / compound no.	41	42	43	44	45	46	47	48
aSyn UTR inh	32	90*	30	17	-2	8	4	11
HSF1 inh	30	-3	27	-16	-6	3	6	3
HSP90 refold inh	0	-3	1	3	-3	1	-3	-2
GSK3A inh	-1	32	1	1	-1	6	0	-1
HSF-1 act	52*	5	46	-31	-10	18	-10	0
IEC-6 cytotox	0	52*	3	0	-2	-5	-3	-8
AI-2 QS mod	7	36	-9	8	5	24	32	-13
KLF5 inhibitor	-21	58	-47	-19	-12	-6	-20	-15
PolyA inhibitor	i	i	i	i	i	i	i	i
GSK3B inh	-1	3	2	-2	3	0	2	-2

49	CC(C)(C)c1nc(CN2CCOCC2)ccc1O
50	Cc1c(C(=O)NCc2ccc3c(c2)cc(C)n3C)cccc1[N+](=O)[O-]
51	O=C(O)c1ccc(-c2nc(-c3ccccc3)cs2)cc1
52	Cc1ccc(S(=O)(=O)CC2CSc3nnc(C)c(=O)n32)cc1 (stereo unspecified)
53	O=C(NC1CCN(Cc2ccc(F)cc2)CC1)c1ccccc1
54	Cc1c(Cl)cccc1NC(=S)N1CCN(Cc2ccccc2)CC1
55	CCOC(=O)C1(CCOC)CCN(Cc2ccc3nonc3c2)CC1

Screen / compound no.	49	50	51	52	53	54	55
aSyn UTR inh	1	15	-140	6	4	32	3
HSF1 inh	-17	-4	25	2	2	-7	-3
HSP90 refold inh	2	1	6	-1	2	-2	-1
GSK3A inh	0	0	7	-2	4	-1	-2
HSF-1 act	-29	-21	49	3	3	5	8
IEC-6 cytotox	-5	-3	12	-4	4	-3	4
AI-2 QS mod	14	5	51	23	32	3	6
KLF5 inhibitor	3	6	-161	-16	4	-41	-47
PolyA inhibitor	i	i	i	i	i	i	i
GSK3B inh	0	3	-2	-1	-5	0	0

Some of the compounds tested (hit frequency here may not be typical).
